Compound activity from PubChem.
TDP2 inh: TDP2 (human) inhibition, absorbance primary screen. O95551. AID 720702. recombinant TDP2, T5PNP hydrolysis, p-nitrophenol absorbance 415 nm. actives 0.34% (n = 370,000). inhibition, % at 12.8 µM;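 active means inhibition above the mean of all tested compounds plus 3 SD, set per campaign, cut at about 25% in these data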;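 further: 0% = DMSO with enzyme and 100% = buffer with substrate but no TDP2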
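Test system: Human TDP2 enzyme | Reagent: 5 mM T5PNP | Compound dosing: 12.8 µM single point, 1% DMSO | Incubation: Enzyme reaction with compound for 2 h at 37 °C | Technique: p-Nitrophenol epi absorbance | Read-out: % inhibition relative to enzyme-containing and enzyme-free wells | Benchmarks: High control without enzyme, low control DMSO plus TDP2 | Replicates: Singlicate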
SIAE primary: inhibitors of human sialic acid acetylesterase SIAE; inhibition, % at 9.66 µM; actives 0.69% (n = 370,000); AID 1053197; Q9HAT2; SIAE FP-Rh probe binding, fluorescence polarization;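 active means inhibition above a cutoff: mean of compounds within the control limits plus 3 SD of those, cut at about 17% in these data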;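 further: 0% = plate median of compound wells and 100% = probe without SIAE protein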
PRMT1 FP inh: PRMT1 (human) inhibition, primary screen; actives 1.3% (n = 370,000); inhibition, % at 2.79 µM; recombinant PRMT1, activity-based probe fluorescence polarization;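 active means inhibition above about 21% made by adding two undisclosed values, limit read from the data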
Target sequence (Q99873 whole entry, looked up): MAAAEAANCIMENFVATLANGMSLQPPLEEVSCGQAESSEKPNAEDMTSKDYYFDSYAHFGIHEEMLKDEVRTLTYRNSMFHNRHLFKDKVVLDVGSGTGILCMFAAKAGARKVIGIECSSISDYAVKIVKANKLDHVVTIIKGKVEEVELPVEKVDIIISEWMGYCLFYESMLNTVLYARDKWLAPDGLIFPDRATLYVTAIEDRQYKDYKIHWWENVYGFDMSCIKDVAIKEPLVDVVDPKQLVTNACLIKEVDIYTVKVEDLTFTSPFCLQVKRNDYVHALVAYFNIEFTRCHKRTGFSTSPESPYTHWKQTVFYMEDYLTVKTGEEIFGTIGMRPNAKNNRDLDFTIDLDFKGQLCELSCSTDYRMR
GC-B act: GC-B (human) receptor activation; activation, % at 10 µM; actives 0.11% (n = 370,000); HEK293-GC-B cells, CNP EC30, cGMP TR-FRET; 0% at EC30 CNP, 100% saturating CNP;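 active means activation at 10 µM reaching about 35% in either raw or pattern-adjusted values, limit read from the data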
HTRA1 inhibitor: inhibitors of human serine peptidase HTRA1; recombinant HTRA1, FP-rhodamine activity-based probe, fluorescence polarization; inhibition, % at 5.96 µM; actives 0.5% (n = 340,000); AID 504803; in the data active means inhibition above about 36%;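 further: 0% = enzyme with DMSO and 100% = wells lacking enzyme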
TCR-CD3 inh: human TCR-CD3 binding inhibition | TAMRA-labeled TCR probe fluorescence, biochemical | inhibition, % at 9.4 µM | actives 0.37% (n = 360,000); in the data active means inhibition above about 19%;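 further: recombinant mutant TCR 2C K166C tagged with TAMRA read by polarization; 0% = receptor in buffer alone and 100% = receptor with positive control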
ABHD4 inh: ABHD4 (mouse) inhibition, primary FP screen; inhibition, % at 8.92 µM; purified mABHD4, FP-Rh probe fluorescence polarization; actives 0.54% (n = 370,000);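 active means inhibition exceeding the mean over every tested compound plus 3 SD, cut at about 30% in these data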;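 further: 0% = plate median of compound wells and 100% = S159A mutant with DMSO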
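Assay system: mouse ABHD4 enzyme, wild type / Also added: fluorescent activity-based probe FP-Rh / Doses: single nominal dose of 8.92 µM, 0.89% DMSO final / Timing: 45 min compound pre-incubation plus 60 min probe step, 25 °C / Signal: FP readout, ex 525 nm / em 598 nm / Control set: S159A mutant/DMSO as 100%, compound-well median as 0%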
rCAG RNA binder: binds r(CAG) RNA repeats; r(CAG) RNA repeat, TO-PRO-1 dye displacement fluorescence; inhibition, % at 3 µM; actives 1.3% (n = 370,000);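 active means inhibition above the plate cutoff, the mean of all test compounds on that plate plus 3 SD, cut at about 35% in these data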;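 further: 0% = DMSO alone and 100% = 100 µM mitoxantrone as full dye displacement; higher means more dye released from RNA so lower well fluorescence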
LEDGF integ inh: blocks HIV-1 LEDGF/p75-dependent DNA integration. TR-FRET IN-LEDGF/p75 DNA integration, Eu/Cy5. inhibition, % at 3.7 µM. actives 0.64% (n = 370,000);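 active means inhibition above the screen-wide mean plus 3 SD, cut at about 13% in these data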;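 further: signal is the Cy5 over europium emission ratio at 671 and 618 nm; 0% = plate median of compound wells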
MBD2 inh: inhibitors of human MBD2 binding to methylated oligonucleotide. TR-FRET. Q9UBB5. actives 0.31% (n = 370,000). inhibition, % at 4.4 µM; in the data active means inhibition above about 13%
Target sequence (Q9UBB5 whole entry, looked up): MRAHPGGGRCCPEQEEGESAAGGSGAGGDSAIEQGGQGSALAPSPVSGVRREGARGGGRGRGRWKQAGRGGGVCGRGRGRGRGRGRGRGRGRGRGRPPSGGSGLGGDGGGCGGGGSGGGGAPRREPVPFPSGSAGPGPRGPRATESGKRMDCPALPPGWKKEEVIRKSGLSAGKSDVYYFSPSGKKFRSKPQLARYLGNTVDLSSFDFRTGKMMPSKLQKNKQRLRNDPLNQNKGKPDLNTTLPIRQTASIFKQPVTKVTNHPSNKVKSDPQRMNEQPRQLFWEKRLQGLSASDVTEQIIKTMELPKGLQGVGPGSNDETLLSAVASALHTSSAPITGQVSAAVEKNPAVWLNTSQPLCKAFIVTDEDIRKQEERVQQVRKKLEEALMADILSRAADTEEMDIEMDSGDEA
An asterisk follows results filed as active; / = not tested or not shown.

Preview (three entries):
mol	TDP2 inh	SIAE primary	PRMT1 FP inh	GC-B act	HTRA1 inhibitor	TCR-CD3 inh	ABHD4 inh	rCAG RNA binder	LEDGF integ inh	MBD2 inh
O=S(=O)(NCCN1CCOCC1)c1cc(Cl)ccc1Cl	8	-2	-1	-3	0	5	5	-2	0	-2
O=C(c1cccs1)N1C[C@@H](O)[C@H](n2cc(C3CC3)nn2)C[C@@H]1c1ccc(Cl)cc1	1	-3	-2	2	3	8	4	2	0	-5
CCCCN(C/C=C/c1ccccc1OC)Cc1ccccc1	16	-2	-1	-2	-11	-1	14	-7	0	0

All compounds of this part, previewed entries included:
mol	TDP2 inh	SIAE primary	PRMT1 FP inh	GC-B act	HTRA1 inhibitor	TCR-CD3 inh	ABHD4 inh	rCAG RNA binder	LEDGF integ inh	MBD2 inh
O=S(=O)(NCCN1CCOCC1)c1cc(Cl)ccc1Cl	8	-2	-1	-3	0	5	5	-2	0	-2
O=C(c1cccs1)N1C[C@@H](O)[C@H](n2cc(C3CC3)nn2)C[C@@H]1c1ccc(Cl)cc1	1	-3	-2	2	3	8	4	2	0	-5
CCCCN(C/C=C/c1ccccc1OC)Cc1ccccc1	16	-2	-1	-2	-11	-1	14	-7	0	0
CCCCCCC1CC(C)(/C(C)=N/NC(N)=O)OC1=O (centres undefined)	12	3	1	-4	2	4	-1	-3	0	1
CC(=O)c1ccc(Nc2nc(C(C)N)cs2)cc1 (centres undefined)	5	2	9	1	/	-6	5	0	0	1
COCCCN(C(=S)Nc1cccc(Cl)c1)C(C)c1ccncc1 (centres undefined)	4	-7	-1	-7	2	2	3	1	2	3
CCOC(=O)c1c(NC(=O)CN2CCN(C(=O)c3ccco3)CC2)sc(C)c1C	-6	-2	-2	-2	-19	-3	-26	-1	1	2
COc1cc(NC(=S)NC(=O)CCc2ccccc2)cc(OC)c1	3	-5	-2	-5	-42	-2	-13	-2	1	1
CCCNC(=O)[C@H](C)NC(=O)c1ccc(Br)cc1	-7	-7	7	0	0	-8	-11	-2	-9	6
Cc1ccc(CNC(=O)C2CCCCN2S(=O)(=O)c2ccccc2)cc1 (centres undefined)	20	1	-6	0	-5	4	1	0	5	-4
CC(C)(C)c1cc(Cl)ccc1OCCOCCN1CCCC1	-1	0	0	-14	-2	7	16	-3	-5	-4
N#C/C(=C\c1cccnc1)C(=O)NC1CCCCC1	-9	1	1	2	-5	6	6	-2	2	2
CN1CCc2c(OCC(=O)NC3CCCCC3)cccc2C1=O	-8	-3	1	-4	-2	3	-1	-1	2	0
C=CCn1c(=S)[nH]c2scc(-c3ccco3)c2c1=O	10	7	38*	3	12	17	8	52*	42*	21*
COc1ccc(C(=O)Nc2nc(N3C(=O)c4ccccc4C3=O)n(-c3ccccc3)n2)cc1	4	6	0	2	4	-5	0	5	2	1
C=CCN1C(=O)c2ccc(C(=O)N(C)CC(=O)Nc3ccccc3Cl)cc2C1=O	5	4	-1	2	6	5	-1	-3	4	-2
CC(C)C[C@H](NC(=O)N1CCn2c1nc1ccccc12)C(=O)NCC1CCCO1 (some centres undefined)	-1	6	0	-4	5	7	-2	-8	-5	-6
O=S(=O)(c1ccccc1Br)N(Cc1cn(Cc2ccccc2)nn1)C1CC1	3	4	-3	6	/	/	-1	0	-1	5
CN(CC(=O)Nc1ncn[nH]1)S(=O)(=O)c1ccc(Cl)cc1	12	10	-2	0	1	4	-1	0	2	2
CCN(CC1COc2ccccc2O1)C(=O)c1ccc(Cl)c(S(=O)(=O)N2CC(C)OC(C)C2)c1 (centres undefined)	-1	-3	1	-3	-5	-2	-9	-5	2	0
COc1ccc(CCNC(=O)C(=O)NCC2OCCN2S(=O)(=O)c2ccc(C)cc2)cc1OC (centres undefined)	2	0	-2	15	-7	8	5	3	-2	5
COc1ccccc1N1CCN(S(=O)(=O)c2ccc([N+](=O)[O-])cc2)CC1	3	3	-1	-5	6	-7	2	1	1	2
Cc1cc(C)nc(SCC(=O)NC2=NN=C(c3ccc(Br)cc3)CS2)n1	-8	0	13	5	-10	8	-6	6	-2	-7
O=C(NCC1CCCO1)c1cccc(S(=O)(=O)N2CCCCC2)c1 (centres undefined)	-1	-5	2	12	3	10	2	-1	2	-1
CCSc1nnc(NC(=O)C(NC(=O)c2ccc(Cl)cc2)C(C)C)s1 (centres undefined)	-2	2	-1	3	-7	3	1	2	0	4
COc1ccc(CCNC(=O)c2ccc([N+](=O)[O-])cc2)cc1	0	-5	-10	-10	8	5	0	-3	3	7
Cc1ccc(S(=O)(=O)N2CCCCC2)cc1NC(=O)CCOc1ccccc1	-2	0	2	2	-7	-7	-5	2	0	0
O=C(Cn1nnc(-c2ccccc2)n1)Nc1ccccc1N1CCOCC1	-5	3	3	0	-14	0	1	-4	4	-6
COC(=O)c1c(C(=O)OC)c(-c2ccccc2)n2c1CS(=O)(=O)C2	7	12	-5	-1	0	3	2	-2	0	3
CC1(C)Cc2ccccc2C(Nn2cnnc2)=N1	2	4	-1	0	-1	3	-4	2	-4	0
Cc1cccc(C)c1OCCn1nnc2ccccc21	-8	-2	3	0	-1	3	4	-7	-5	0
O=C(Nc1nc(=O)c2ccccc2s1)c1ccc(F)cc1	13	-5	48*	0	3	4	-141	2	-2	3
COc1ccc(-c2ccc(NS(=O)(=O)c3ccc([N+](=O)[O-])cc3)cc2)nn1	-19	1	-2	-1	4	-3	5	18	10	-2
COc1cc(OC)cc(C(=O)NCC(=O)OCC(=O)Nc2ccc(C)c(S(=O)(=O)N3CCOCC3)c2)c1	2	7	3	1	-8	-12	-1	3	0	4
NC(=S)N=Nc1c(O)n(CCCl)c2ccccc12	-11	-2	5	-18	/	-4	6	-2	-9	-4
O=C(Cc1ccc(Cl)cc1)c1c[nH]c(C(=O)NCCCn2ccnc2)c1	-10	-1	0	-2	-2	-1	1	-3	-3	5
O=C(Cc1ccccc1)NC1CCSc2ccccc21 (centres undefined)	-5	0	5	-1	0	-5	-12	0	0	0
O=C1CN(C(=O)c2ccccc2)C(c2ccccc2)c2cc(Cl)ccc2N1 (centres undefined)	-1	2	4	-13	-8	2	4	3	-4	-1
Cc1ccc(C2=NN(C(=O)COc3ncnc4ccccc34)C(c3ccco3)C2)cc1 (centres undefined)	-3	1	4	-6	0	-1	-5	1	-3	5
CCCc1nc2c(ccc3ccccc32)cc1CC	-1	-14	-1	3	-2	0	4	5	-3	2
CSCCC(NC(=O)c1ccccc1Cl)C(=O)Nc1ccc(C)c(S(=O)(=O)N2CCOCC2)c1 (centres undefined)	0	3	-1	2	-3	-4	15	-1	-3	-1
O=C1CCC(c2ccccc2)=NN1	-12	5	-7	-2	-2	5	-3	1	3	-5
CN(C(=O)c1cc(COc2ccc(F)cc2Cl)on1)C1CCCc2ccccc21 (centres undefined)	8	-6	3	0	-33	-3	4	0	-2	-1
O=C(CN1CCc2ccccc2C1)Nc1ccccc1C(=O)NC1CC1	-9	0	-1	0	-4	-7	1	0	-5	3
CC(=O)Nc1ccc(NC(=O)CCCSc2nc3ccccc3s2)cc1	15	-2	-2	-1	2	3	0	-3	3	3
CN1C(=O)NC(c2ccc(O)cc2)C2=C1CN(c1ccc(O)cc1)C2=O (centres undefined)	-9	9	4	3	-2	2	7	-1	-2	0
COCCn1c(SC2CCOC2=O)nc2ccccc2c1=O (centres undefined)	9	-1	2	-7	5	2	3	-1	-1	1
Cc1cccc(C(=O)N[C@H](C(=O)Nc2nc3ccccc3[nH]2)C(C)C)c1	7	-2	-1	-1	2	5	2	-3	1	-7
CCOc1ccc(CCNC(=O)CN2CCN(Cc3ccccc3F)C2=O)cc1OCC	9	2	0	-1	-3	4	-9	-9	2	-2
Cc1nc(COc2ccc(C(=O)NCc3ccccc3CN3CCCCC3)cc2)cs1	-2	-3	10	1	1	3	8	4	1	1
O=S(=O)(CCN1CCOCC1)c1ccc(Oc2ccc(S(=O)(=O)CCN3CCOCC3)cc2)cc1	-3	-4	4	-1	0	-7	-1	-6	-3	2
CCOC(=O)c1cc(CC)sc1NC(=O)C1CC(=O)NN1Cc1ccccc1 (centres undefined)	1	-3	-1	-7	-36	1	-7	-5	1	3
Cc1ccc(C)c(N2CCN(C(=O)CCc3nc(-c4ccccc4F)no3)CC2)c1	1	1	4	-6	-15	-2	-6	1	0	3
O=C(O)/C=C/C(=O)c1c(-c2ccccc2)[nH]c2ccccc12	5	-10	10	7	2	0	-2	3	3	-1
CCCCCC(=O)N1C[C@H](n2cc(-c3ccc(F)cc3)nn2)[C@@H](O)C[C@@H]1c1ccc(Cl)cc1	-20	-16	-4	-3	-73	4	-30	5	-3	-6
CCn1c(NC(C)=O)nc2ccccc21	3	1	-3	2	1	-5	3	0	2	-6
Nc1ccc(Cl)c(S(=O)(=O)Nc2ccccc2Cl)c1	-1	-6	-2	0	14	9	0	2	7	-2

The list is partial; the hit share may differ from the screen's.
